GPR151 ag: activates the human receptor GPR151; actives 1% (n = 650,000); activation, % at 11.2 µM; PathHunter beta-arrestin GPR151 cells, luminescence; AID 1508602; in the data active = activation above about 4.9%;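 note: 0% = median of compound wells and 100% = cells with positive control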
Target sequence (Q8TDV0 whole entry, looked up): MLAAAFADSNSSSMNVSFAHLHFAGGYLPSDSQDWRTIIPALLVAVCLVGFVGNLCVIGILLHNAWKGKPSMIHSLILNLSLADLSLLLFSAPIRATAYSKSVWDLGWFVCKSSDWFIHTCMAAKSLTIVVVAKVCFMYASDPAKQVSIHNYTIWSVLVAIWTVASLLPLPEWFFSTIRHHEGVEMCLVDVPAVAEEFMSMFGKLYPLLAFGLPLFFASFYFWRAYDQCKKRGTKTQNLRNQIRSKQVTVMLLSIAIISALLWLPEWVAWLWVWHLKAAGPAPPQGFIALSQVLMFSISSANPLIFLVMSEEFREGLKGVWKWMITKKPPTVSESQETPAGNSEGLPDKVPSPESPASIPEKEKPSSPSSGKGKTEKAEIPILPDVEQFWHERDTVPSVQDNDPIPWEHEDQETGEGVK
FBW7 activator: human FBW7 E3 ligase activation, primary screen; actives 0.13% (n = 650,000); normalized activity (activation), % at 26.1 µM; Q969H0; AlphaScreen FBW7–phospho-cyclin E peptide binding, activator screen; AID 1259310; in the data active = normalized activity above about 1.9%;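 note: purified mutant Fbw7 with reduced substrate affinity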
TEAD-YAP inh: TEAD-YAP interaction inhibition; actives 1.4% (n = 640,000); AID 1259422; HEK-TIYL cells, TEAD-Gal4/YAP UAS-luciferase luminescence; inhibition, % at 9.12 µM; in the data active = inhibition above about 32%;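 note: 0% = median of test compound wells and 100% = reference inhibitor wells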
MITF inh: inhibitors of human MITF. inhibition, % at 2.6 µM. O75030. actives 0.91% (n = 650,000). AlphaScreen MITF homodimerization, bead proximity signal. AID 1259374; in the data active = inhibition above about 50%;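 note: 0% = vehicle wells with protein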
Target sequence (O75030 whole entry, looked up): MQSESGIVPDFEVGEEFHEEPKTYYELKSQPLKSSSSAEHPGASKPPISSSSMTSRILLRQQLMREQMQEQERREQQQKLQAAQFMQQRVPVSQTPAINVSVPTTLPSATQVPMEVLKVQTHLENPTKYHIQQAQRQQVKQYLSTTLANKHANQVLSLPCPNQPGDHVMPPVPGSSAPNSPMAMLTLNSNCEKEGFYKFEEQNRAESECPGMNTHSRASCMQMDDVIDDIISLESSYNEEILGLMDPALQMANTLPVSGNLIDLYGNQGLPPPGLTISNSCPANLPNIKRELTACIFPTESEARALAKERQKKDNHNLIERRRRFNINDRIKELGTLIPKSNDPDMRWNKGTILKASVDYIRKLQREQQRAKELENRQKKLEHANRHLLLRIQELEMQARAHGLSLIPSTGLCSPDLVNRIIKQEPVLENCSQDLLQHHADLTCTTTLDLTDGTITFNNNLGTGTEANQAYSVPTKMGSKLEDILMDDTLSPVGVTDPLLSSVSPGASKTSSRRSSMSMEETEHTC
* marks the source's active call; other numbers are inactive results.

SMILES	GPR151 ag	FBW7 activator	TEAD-YAP inh	MITF inh
NC(=O)c1ccccc1OCC(=O)NC(c1ccccc1)c1ccccc1	0.4	0.0	-7.0	-0.7
CCOc1ccc(C(=O)NCC2CCCN2S(=O)(=O)c2ccccc2)cc1 (configuration not stated)	5.6*	0.0	-7.8	4.1
CC(C)CC1(C)N=C(c2ccccc2)C(=S)N1 (configuration not stated)	-0.2	0.4	-13.6	2.7
O=C1N[C@@H](Cc2c[nH]c3ccccc23)C(=O)N2CCN(Cc3ccc(CN4CCCCC4)s3)C[C@H]12	-0.8	-0.4	-3.8	-7.4
Cc1cc(C(F)(F)F)nc2sc(C(=O)c3ccc(Cl)cc3)c(N)c12	1.0	1.6	8.6	-8.0
COc1ccccc1N1C(=O)C2C3c4ccccc4C(CO)(c4ccccc43)C2C1=O (configuration not stated)	-0.5	0.5	4.8	3.4
CCOC(=O)c1sc2nc(SCC#N)n(CCc3ccc(OC)c(OC)c3)c(=O)c2c1C	-0.4	0.3	-11.4	12.4
COc1ccc(S(=O)(=O)Oc2cccc3cccnc23)cc1C	0.6	0.2	-8.8	3.3
COc1ccc(OC)c(/C=C2\N=C(c3ccc(Br)cc3)OC2=O)c1	1.7	0.0	-30.5	-1.6
Cc1ccc(/C=N/NC(=O)c2nc(Cl)c(Cl)c(N)c2Cl)s1	0.4	-0.1	-2.9	-3.3

Pulled by structure from the entries so far, 2 records:
SMILES	GPR151 ag	FBW7 activator	TEAD-YAP inh	MITF inh
O=C1N[C@@H](Cc2c[nH]c3ccccc23)C(=O)N2CCN(Cc3ccc(CN4CCCCC4)s3)C[C@H]12	-0.8	-0.4	-3.8	-7.4
CCOC(=O)c1sc2nc(SCC#N)n(CCc3ccc(OC)c(OC)c3)c(=O)c2c1C	-0.4	0.3	-11.4	12.4

Further compounds.
SMILES	GPR151 ag	FBW7 activator	TEAD-YAP inh	MITF inh
Fc1ccc2[nH]c3nc4cc(Cl)c(Cl)cc4nc3c2c1	-1.1	-0.1	-11.2	10.5
Cc1ccc2c(CN3CCN(S(=O)(=O)/C=C/c4ccccc4)CC3)cc(=O)oc2c1	0.7	-0.1	0.8	-4.8
CC12CCC(=O)N1c1ccccc1C(=O)N2c1ccc(F)cc1 (configuration not stated)	-0.8	-0.1	5.8	-10.9
Cc1cc(O)c(C(c2ccc(Cl)cc2)c2c(O)cc(C)oc2=O)c(=O)o1	1.6	0.0	1.1	7.4
C(=C\c1nn2c(Cc3ccccc3)nnc2s1)/c1ccccc1	0.0	0.1	-18.0	-16.9
CCOc1ccccc1C(=O)NC(CO)C(=O)O (configuration not stated)	-0.1	0.2	-1.0	2.5
Cc1ccsc1/C=C1/NC(=O)N(Cc2ccccc2F)C1=O	-0.5	0.1	6.5	-4.9
CCC(Nc1nc2nonc2nc1NCc1ccccc1)c1ccncc1 (configuration not stated)	0.7	0.2	-7.9	-6.5
CCn1c(C)cn2c3c(=O)n(C)c(=O)n(C)c3nc12	1.6	0.1	31.7	-6.2
COc1ccc(C2c3cccn3CCN2C(=S)NC2CCCCC2)cc1OC (configuration not stated)	1.0	0.0	13.4	3.8
O=C(C1CC(Cc2ccccc2)=NO1)N1CCc2ccccc2C1 (configuration not stated)	-1.5	0.3	-6.6	-6.8
CN(C)c1ccc(C2C3C(=O)N(Cc4ccccc4)C(=O)C3ON2c2ccccc2)cc1 (configuration not stated)	1.1	-0.1	9.4	12.7
CCOc1ccc(-c2cc(C)n3nc(C(=O)Nc4ccc(Br)cc4)cc3n2)cc1	-0.8	0.8	-8.9	23.9
O=C(CC(NS(=O)(=O)c1ccc(Cl)cc1)c1ccco1)N1CCc2ccccc21 (configuration not stated)	-0.9	1.0	-1.6	11.1
O=C(NC(c1ccccn1)c1cccs1)C1CCN(S(=O)(=O)c2ccccc2)CC1 (configuration not stated)	1.0	-0.3	2.7	20.0
COc1cccc(NC(=O)c2ccc(-c3ccc4c(c3)OCO4)nc2NCC2CC2)c1	1.0	-0.2	-8.5	-3.0
Cc1cccc(C(C)C)c1NC(=O)CN(c1cccc([N+](=O)[O-])c1)S(C)(=O)=O	0.8	-0.1	-2.9	-0.1
CCn1cccc(-c2nnc(SCC(=O)Nc3ccc(Cl)cc3)n2C)c1=O	0.4	-0.1	8.1	2.8
CCOc1ccc2nc3sc(C(=O)Nc4cc(OC)ccc4OC)c(N)c3cc2c1	-0.9	-0.2	0.9	-1.4
CN1C(=O)C(O)(CC(=O)c2cc(O)ccc2O)c2ccccc21 (configuration not stated)	-1.0	-0.1	3.6	-13.2
COC(CNS(=O)(=O)c1cc(C(=O)O)ccc1F)OC	-1.4	0.2	-4.2	-11.1
COc1cc(/C=C(/C#N)c2nc3ccc(C)cc3[nH]2)c(Br)cc1O	-1.3	0.3	24.5	15.6
CC(=O)c1ccc(N2CCN(C(=O)C3CCCN(S(=O)(=O)c4cnc[nH]4)C3)CC2)cc1 (configuration not stated)	-0.7	0.6	1.2	-1.9
CCOC(=O)Cc1csc(NC(=O)Cc2ccc(Cl)cc2)n1	0.2	0.1	4.2	9.5
O=C1NC(=Nc2ccccc2)S/C1=C\c1cccc(OCc2ccc(Cl)cc2)c1	-0.5	-0.2	3.2	-7.2
COc1cc(OC)nc(-c2n[nH]c(=S)n2C)n1	0.1	0.1	0.9	-7.0
CCOC(=O)C1=C(C)N=c2s/c(=C\c3cc(C)n(-c4ccc(C)cc4)c3C)c(=O)n2C1c1ccccc1 (configuration not stated)	-0.8	-0.1	-3.6	10.2
COc1ccc(F)cc1S(=O)(=O)NCC1(c2cccs2)CC1	0.1	0.0	-4.2	-6.2
COc1ccc(/C=N/Nc2nc(C(=O)O)cs2)cc1	-8.8	-1.0	-67.7	7.5
O=C(CN1C(=O)COc2ccccc21)NCc1ccccn1	-0.4	0.3	-1.3	7.0
O=C1NC(=O)c2c(NC(=O)C34CC5CC(C3)CC(c3ccccc3)(C5)C4)cccc21	1.7	0.0	-6.2	3.7
CCOC(=O)Cn1c(O)c(N=NC(=O)c2ccc(C)nc2)c2ccccc21	0.8	-0.1	-11.5	2.1
Cc1ccc(NC(=O)C(C)N(c2ccccc2)S(C)(=O)=O)cc1 (configuration not stated)	-0.3	0.2	3.8	-10.9
COc1ccc(S(=O)(=O)NCCc2sc(C)nc2C)cc1F	0.8	1.3	11.4	17.8
Cc1ccc(CC2CC(=O)N(c3nc4ccccc4n3C)C2=O)cc1 (configuration not stated)	-0.9	-0.1	-5.0	-6.0
CCOC(=O)c1cnc2c(C)c(Cl)ccc2c1NCCO	0.7	0.4	-1.5	-5.9
CCOC(=O)C1=C(C)NC(=S)NC1c1cc(OC)ccc1OC (configuration not stated)	-0.5	0.0	-0.5	2.1
CCc1ccc(NC(=O)CSc2nc3ccccc3c(=O)n2CCC(=O)N2CCCCC2)cc1	0.9	0.2	11.2	7.6
Cc1cc(Br)cc(C)c1OCC(=O)NNC(=O)c1ccccc1[N+](=O)[O-]	3.4	-0.1	-14.2	-2.4
Cc1onc(-c2ccccc2)c1C(=O)N1CCN(Cc2ccc3c(c2)OCO3)CC1	-0.6	-0.3	7.8	4.8

5 entries from above, with two lines to a compound:
Each structure is followed by: GPR151 ag | FBW7 activator | TEAD-YAP inh | MITF inh
COc1ccc(S(=O)(=O)NCCc2sc(C)nc2C)cc1F
    0.8 | 1.3 | 11.4 | 17.8
Cc1ccc(CC2CC(=O)N(c3nc4ccccc4n3C)C2=O)cc1 (configuration not stated)
    -0.9 | -0.1 | -5.0 | -6.0
CCOC(=O)c1cnc2c(C)c(Cl)ccc2c1NCCO
    0.7 | 0.4 | -1.5 | -5.9
CCOC(=O)C1=C(C)NC(=S)NC1c1cc(OC)ccc1OC (configuration not stated)
    -0.5 | 0.0 | -0.5 | 2.1
CCc1ccc(NC(=O)CSc2nc3ccccc3c(=O)n2CCC(=O)N2CCCCC2)cc1
    0.9 | 0.2 | 11.2 | 7.6

The listing continues:
SMILES	GPR151 ag	FBW7 activator	TEAD-YAP inh	MITF inh
Oc1ccccc1OCCOc1ccccc1O	1.1	0.1	-10.6	18.7
CC(C)(C)c1ccc(S(=O)(=O)Nc2ccc(O)c3ccccc23)cc1	-0.2	-0.1	5.6	7.5
CC(=O)OCC1O[C@@H](n2cnc3c(=O)[nH]cnc32)C(OC(C)=O)C1OC(C)=O (some centres not stated)	1.4	-0.1	-3.0	-12.2
CC(C)(C)n1ncc2c(=O)n(CC(=O)Nc3ccc(C(F)(F)F)cc3)cnc21	-0.3	-0.1	13.4	-2.4
Cc1ccc(S(=O)(=O)Oc2ccc([N+](=O)[O-])c3cccnc23)cc1	0.3	-0.9	8.4	15.9
Cc1cccc(C(=O)NC(=S)Nc2ccc(S(=O)(=O)Nc3nccs3)cc2)c1	0.1	-0.2	-4.2	-19.6
CC(=O)Nc1cccc(C(=O)Oc2cccc(C)c2)c1O	0.6	0.1	-0.5	6.6
CCOC(=O)CN1C2=NCCCN2c2ccccc21	0.6	0.1	-5.3	-1.2
COc1ccc([N+](=O)[O-])cc1N(CC(=O)Nc1cccc(SC)c1)S(C)(=O)=O	-1.0	0.5	-14.0	0.4
CC(C)(C)OC(=O)NC(Cc1ccccc1)C(=O)NCCC(=O)OCCCl (configuration not stated)	0.9	0.1	0.8	9.3
CN(C)S(=O)(=O)N=C1C=CC(=NS(=O)(=O)N(C)C)C=C1	-0.2	0.1	4.0	54.8*
CCN(CC)c1ccc(/C=C2/SC(=S)N(CCC(=O)OC)C2=O)cc1	0.4	0.1	61.6*	16.3
Nc1nc(SCC(=O)Nc2nsc(-c3ccc(Cl)cc3)n2)n[nH]1	-0.4	0.0	-8.5	11.4
Cc1ccc(C2=NC(c3ccc(Cl)cc3)NC(c3ccccc3O)C2)cc1 (configuration not stated)	0.4	0.0	-50.3	3.5
CCCCNCc1ccc(OCC(=O)NC2CCCCC2)c(OC)c1	-0.9	-0.2	3.3	-8.5
CC(C)(C)c1ccc(C(=O)NC2CCCC2)cc1	-1.5	0.0	-37.1	-2.9
CC1CCC2(CC1)NC(=O)N(CC(=O)Nc1sc3c(c1C(N)=O)CCC3)C2=O (configuration not stated)	-1.0	-0.1	-2.1	32.2
COc1ccc(C2CC(=O)NC(SCC(=O)Nc3ccccc3C)=C2C#N)cc1OC (configuration not stated)	1.3	-0.1	5.2	12.5
O=C(c1cccc2c1NC(c1cccc([N+](=O)[O-])c1)C1CC=CC21)N1CCCC1 (configuration not stated)	-0.8	0.0	4.3	-7.9
O=C(Nc1ccc(Oc2ccc(Br)c3ccccc23)c(Cl)c1)c1cc(Cl)ccc1O	3.1	0.0	3.8	5.7
Cc1ccc(N2CCN(c3nc4ccccc4n4nnnc34)CC2)c(C)c1	-0.8	-0.1	-12.6	-4.0
O=C(Oc1ccc2ccccc2c1)c1ccc([N+](=O)[O-])cc1	-1.3	-0.2	3.0	1.1
NS(=O)(=O)c1ccc(N2N=C(c3ccccc3)CC2c2ccccc2)cc1 (configuration not stated)	1.1	0.3	-10.0	-11.8
CC(C)CC(=O)n1nc(-c2cccnc2)nc1NCc1cccs1	-0.6	-0.1	9.6	6.7
Cc1nc2c(C(=O)N3CCCCC3)cnn2c(C)c1Cc1ccccc1	-1.3	-0.1	-93.7	-1.0
CCN(CC)C(=O)CN1CCCC(c2nc(C)ncc2-c2ccncc2)C1 (configuration not stated)	0.3	0.0	-3.7	1.1
COC(=O)c1ccccc1NC(=O)C1c2ccccc2C(=O)N(c2ccc(OC)cc2)C1c1ccc(OC)cc1 (configuration not stated)	0.9	-0.1	-3.5	-4.7
COc1cc(/C=N/NC(=O)C(=O)Nc2ccccc2OC)ccc1O	-0.5	0.8	11.9	3.2
O=C(C1=C(O)C(=O)N(CCCn2ccnc2)C1c1cccnc1)c1cccs1 (configuration not stated)	0.3	-0.3	-7.7	-5.0
O=C(NC1CCCC1)c1ccccc1C(=O)NC1CCCC1	-1.1	0.9	3.9	16.4
OCCC1CN(Cc2cn[nH]c2-c2ccc(F)cc2)CCN1Cc1cccs1 (configuration not stated)	-0.1	0.1	1.3	8.7
O=C(Nc1c2c(nn1-c1cccc(Cl)c1)CS(=O)C2)c1ccccc1Br (configuration not stated)	-0.2	-0.1	0.0	-16.5
COc1ccccc1CN(Cc1cc2cc(C)ccc2n2nnnc12)C(=O)N(C)C	0.4	-0.1	3.3	-10.2
CCOc1ccc(C2(O)CSC3=C(C#N)C(c4ccccc4F)CC(=O)N32)cc1 (configuration not stated)	-0.9	0.1	-12.5	-9.6
Cc1cc(C(=O)N2CCN(c3ccccc3)CC2)on1	-0.1	0.7	-0.8	-6.1
NNc1nc(Nc2ccc([N+](=O)[O-])cc2)nc(N2CCCCCC2)n1	-0.8	-0.5	-8.7	9.2
COC(=O)C1=CN(Cc2ccc(C)cc2)C=C(C(=O)OC)C1c1ccc2c(c1)OCO2	0.7	0.5	0.7	13.7
CCOCCCn1c(SCC#N)nc2c(sc3ccccc32)c1=O	-0.2	0.0	-4.7	-5.8
CCCCNC(=O)C1CCN(C(=O)N2CC(C)Oc3ccc(Cl)cc32)CC1 (configuration not stated)	-1.8	0.7	8.9	3.5
COc1ccc(/C=N/NC(=O)c2no[n+]([O-])c2C)cc1[N+](=O)[O-]	0.2	-0.3	-4.3	19.4
COc1ccc2cc(C#N)c(SCC(=O)Nc3ccc(OC)c(OC)c3)nc2c1	0.7	0.6	-0.6	2.5
Cc1ccc(C)c(C(=O)COC(=O)c2cc(=O)c3ccccc3o2)c1	3.0	-0.2	4.8	-4.3
CCCN(c1nc(C)cc(OC)n1)S(=O)(=O)c1ccccc1	-0.4	0.2	-6.3	7.8
CC(C)c1ccc(NC(=O)C2C3C=CC4(O3)C2C(=O)N(CCCN2CCOCC2)C4C(=O)NC2CCCCC2)cc1 (configuration not stated)	5.5*	-0.4	3.5	-8.4
O=C(NC(=S)Nc1ccc2oc(-c3cccnc3)nc2c1)c1ccccc1F	0.2	-0.1	-3.8	4.7
O=C(N(c1cccc(C(F)(F)F)c1)C1C=CS(=O)(=O)C1)C(Cl)(Cl)Cl (configuration not stated)	-1.0	-0.1	52.9*	-3.4

From PubChem
